Screening results deposited in PubChem BioAssay by several laboratories.
SDO1 yeast rescue – compounds rescuing growth of sdo1-depleted yeast, bone marrow failure model; S. cerevisiae sdo1-depleted JHY4D growth rescue, OD600 30 h; hits give high values; pdr5 snq2 efflux-pump mutant strain; z-score at 10 µM; 140,000 compounds, 0.21% hits;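 active = z-score above 3 at both the 24 hr and the 30 hr optical density reads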;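 note: z-score against mean and SD of all compound wells on the same plate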
INS promoter inh – TRM-6 insulin promoter activity inhibition | TRM-6 cells (human fetal islet line), insulin promoter-eGFP reporter, imaging; reporter expression induced with tamoxifen | inhibition, % at 2 µM | 130,000 compounds, 0.9% hits | AID 1273;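 active = inhibition above the mean plus 3 SD, with well images judged a real hit on visual review, cut at about 60% in these data, passing the limit was not always enough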
SDO1 yeast rescue Rescue 24 h – second read-out of SDO1 yeast rescue, no call of its own (marks repeat the call); z-score; S. cerevisiae sdo1-depleted JHY4D growth rescue, OD600; measured here: growth rescue at 24 h;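 0 is the plate mean of compound wells and units are plate SD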
An asterisk follows results filed as active; . = not tested or not shown. A portion of the library. The share of hits here may be higher or lower than overall.

SMILES	SDO1 yeast rescue	SDO1 yeast rescue Rescue 24 h	INS promoter inh
CN(C)/C=C1\C=C(c2ccccc2)OC1=O	0.79	-0.03	-12.1
Cc1nc2ccccc2c2oc(C(=O)N3CCN(C4CCCCC4)CC3)cc12	0.51	-0.16	-42.9
COc1cccc2cc(C(C)N(CCCN3CCOCC3)C(=O)Nc3ccccc3)oc12 (configuration not stated)	-0.12	-0.29	6.2
O=C(Cn1cnc2c(cnn2-c2ccccc2)c1=O)OCc1ccccc1	-0.42	-1.1	9.7
CCOC(=O)CSC1=C(C#N)C(c2ccccc2)C(C(C)=O)=C(C)N1 (configuration not stated)	-0.68	-0.61	-30.8
CCOc1cc(Cl)c(NC(=O)c2ccco2)cc1OCC	0.34	-0.03	23.1
COC(=O)c1c(NC(=O)C2c3ccccc3Oc3ccccc32)sc(C)c1C	-0.54	-0.65	.
CCn1c(CNc2ccccc2Cl)nnc1SCC(=O)OC1CCCCC1	-1.06	-0.68	.
O=C(O)CN(c1ccccc1[N+](=O)[O-])S(=O)(=O)c1ccccc1	.	.	26.7
O=C(C1CCCN(Cc2cccs2)C1)N1CCCCCC1 (configuration not stated)	-0.12	-0.67	.
COCCCN1C(=O)c2ccc(C(=O)Nc3ccc(OC)cc3OC)cc2C1=O	0.72	1.17	.
O=S(=O)([O-])CCC[n+]1c(SCCCS(=O)(=O)O)sc2ccc(Cl)cc21	-0.08	-0.08	-7.4
O=c1/c(=C\c2cccnc2)sc2nc3ccccc3n12	0.4	0.56	21.2
O=C1CCC(C(=O)O)(c2ccccc2)C1 (configuration not stated)	0.16	0.13	.
Cn1c(CNS(=O)(=O)c2ccc(F)cc2)n[nH]c1=S	1.36	0.56	3.9
COc1cc(NC(=O)CSc2nncn2C)c(C)cc1[N+](=O)[O-]	.	.	-75.0
CC(C)CC(=O)Nc1cccc(C(C)O)c1 (configuration not stated)	.	.	50.0
CO/N=C/NC(=O)c1c(OC)ccnc1Oc1cccc(C(F)(F)F)c1	0.58	1.09	21.9
Cc1ccc(-n2c(Cc3cccn3C)nnc2SCC(=O)N2CCN(c3ccccc3)CC2)cc1	0.66	0.99	.
COc1ccc(O[C@H]2C=C[C@@H](c3ccccc3)O[C@@H]2COC(=O)CCC(C)=NO[C@@H]2O[C@H](COC(C)=O)[C@@H](OC(C)=O)[C@H](OC(C)=O)[C@H]2OC(C)=O)cc1	0.14	0.31	-5.0
Cc1nn(C)cc1C1Nc2ccccc2C(=O)N1O (configuration not stated)	1.16	1.67	37.5
C/C(O)=C(/C#N)c1nc2ccccc2[nH]1	0.27	0.07	.
CCOc1cc(CNc2ccc(N3CCN(C(C)=O)CC3)cc2)cc(Br)c1OC	-0.48	-0.95	0.0
CC(OC(=O)CCCN1C(=O)c2ccccc2C1=O)C(=O)Nc1ncc(Cl)cc1Cl (configuration not stated)	-0.57	-0.43	-57.1
Cc1ccc(NC(=O)NC(=O)CN2C(=O)NC3(CCc4ccccc43)C2=O)c(C)c1 (configuration not stated)	0.28	-0.42	.
(list continues)
SMILES	SDO1 yeast rescue	SDO1 yeast rescue Rescue 24 h	INS promoter inh
O=C(N/N=C/c1ccncc1)c1cc([N+](=O)[O-])cc([N+](=O)[O-])c1O	1.72	2.52	64.5
CCOC(=O)c1sc(NC(=O)CSc2nnnn2-c2ccc(C)cc2C)nc1C	0.63	1.25	-28.6
Cc1sc2nc(NCCO)[nH]c(=O)c2c1C	1.04	0.75	.
COc1ccccc1OCC(=O)NCc1nc(-c2ccccc2)no1	.	.	31.6
O=C(Cc1ccc(-n2cccc2)cc1)NC1CCCCC1	0.93	0.91	.
CCC(c1nnnn1Cc1ccco1)N1CCC(C(N)=O)CC1 (configuration not stated)	0.46	-0.38	-9.4
Nc1nc(SCn2nnc3ccccc3c2=O)n[nH]1	.	.	-50.0
CCN(CC(=O)Nc1ccc(N2CCOCC2)cc1)C(=O)c1ccc(C(F)(F)F)cc1	.	.	-35.3
CCSC1=C(C#N)C(c2ccccc2C)CC(=O)N1 (configuration not stated)	0.67	0.82	58.1
Cc1cccc(C)c1NC(=O)C(c1cccs1)N(Cc1ccco1)C(=O)Cn1nnc2ccccc21 (configuration not stated)	0.03	-0.26	-65.6
O=S(=O)(Nc1ccc2nc(-c3ccco3)[nH]c2c1)c1ccccc1	-0.63	-0.78	.
CC(C)C(=O)N(Cc1cc2ccccc2[nH]c1=O)C(C)(C)C	-0.65	-1.05	27.3
COc1cccc(C(=O)N2CCN=C2SC)c1	.	.	-72.7
CC(NC(=O)C(=O)NCCC1=CCCCC1)c1ccccc1 (configuration not stated)	-0.45	-0.27	-3.3
O=C(O)c1ccc(Cl)c(NC(=O)C2CCCN2S(=O)(=O)c2cccc3nsnc23)c1 (configuration not stated)	1.01	-0.11	-64.3
O=C(Nc1nc(-c2ccccc2)cs1)C1CCCN(S(=O)(=O)c2ccccc2)C1 (configuration not stated)	-1.33	-0.79	.
COc1ccc(C(=O)N/N=C2/SCC(=O)N2Cc2ccc3c(c2)OCO3)cc1OC	1.2	1.43	23.1
C(=C\c1nnc2c3ccccc3ncn12)/c1ccccc1	0.47	0.42	21.4
CN1C(=O)C2(C(C#N)=C(N)Oc3c2oc(CO)cc3=O)c2ccccc21 (configuration not stated)	0.5	-0.23	-22.7
Clc1ccc2[nH]c(-c3ccccc3)cc2c1	-1.93	-0.34	0.0
Cc1nc2ccc(NC(=O)N3CCSCC3)cc2nc1C	0.55	0.49	77.1*
COc1ccc(C/C(N)=N/OC(=O)C(c2ccccc2)c2ccccc2)cc1OC	-1.19	0.6	12.9
C=C(C)CNC(=O)CCc1nnc(Cc2cccc(C(F)(F)F)c2)o1	.	.	-40.0
Cc1cc(C)c(S(=O)(=O)Nc2ccc(-c3cn4ccccc4n3)cc2)c(C)c1	-1.2	-0.76	10.0
CCCc1cc(=O)oc2cc(OCc3ccc(OC)cc3)c(Cl)cc12	-0.93	-0.31	.
Following part:
SMILES	SDO1 yeast rescue	SDO1 yeast rescue Rescue 24 h	INS promoter inh
O=C(NCCCn1ccnc1)Nc1ccc(Cl)cc1	0.95	2.04	76.9*
COc1ccc(CCN2C(=O)CC(N3CCOCC3)C2=O)cc1 (configuration not stated)	0.5	0.8	10.8
Cc1nn(C)c(C)c1NC(=O)CN1CCC(O)(c2ccc3c(c2)OCO3)CC1	1.2	2.78	.
CCOC(=O)c1c(C)n(-c2ccc(C)cc2)c2ccc(OCC(O)CNCC3CCCO3)cc12 (configuration not stated)	.	.	-37.5
CCOC(=O)CSC1=NN2CCS(=O)(=O)N=C2S1	.	.	69.2
COc1cccc(C(=O)Nc2ncc3c(n2)CC(c2ccc(OC)cc2OC)CC3=O)c1 (configuration not stated)	-0.55	-0.31	.
CCOC(=O)c1cnc2ccccc2c1Nc1cc(C(=O)O)ccc1C	.	.	-36.4
COCCN1C(=O)C(CC(=O)Nc2ccc(C(C)=O)cc2)SC1=Nc1ccccc1 (configuration not stated)	-1.19	-1.44	-25.8
CCC(=O)c1cc(-c2nc3ccccc3n2C)n(C)c1	-0.53	-0.56	-8.3
Cc1ccccc1Nc1ncnc2c1cnn2-c1ccccc1	-1.41	-0.94	.
O=C(CCCCCN1C(=O)CCC1=O)Nc1ccc(Cl)c(C(F)(F)F)c1	0.56	0.28	12.5
COC(=O)c1c(NC(C)=O)sc2c1CCCCC2	-0.62	-0.12	46.4
Clc1ccc(-c2ccc(/C=N/Nc3nncc(-c4ccccc4)n3)o2)cc1	0.07	1.67	4.2
CC1(C(=O)c2ccccc2)C2c3c(ccc4ccccc34)OC(=O)C21C(=O)N1CCOCC1 (configuration not stated)	-1.63	-0.38	-100.0
O=C(CSCc1c(Cl)cccc1Cl)NN1C(=O)c2ccccc2C1=O	-0.52	-1.12	.
O=C(Nc1ccc2nc(-c3ccco3)c(-c3ccco3)nc2c1)N1CCN(c2ccccn2)CC1	-1.36	-1	30.8
COC(=O)c1cn(-c2ccccc2)nc1C(=O)OC	1.03	1.08	.
C=CCN(CC=C)c1cnn(-c2nc3ccccc3[nH]2)c(=O)c1Cl	-1.48	-1.33	-2.9
CC(NC(=O)NCC1CCCO1)(C(F)(F)F)C(F)(F)F (configuration not stated)	0	-0.59	46.7
CCOc1ccc(-c2nc(=S)[nH][nH]2)cc1	-1.31	-1.76	.
Cc1nnsc1NC(=O)OCC(C)C	-0.01	0.07	.
Cc1ccc(-n2c(-c3cccnc3)n[nH]c2=S)c(C)c1	1.09	0.31	0.0
CC(C)c1ccc(C2C(C#N)=C(N)N3C(=C2C#N)Sc2ccccc23)cc1 (configuration not stated)	2.01	0.96	5.4
CCCS(=O)(=O)c1nc(S(=O)(=O)c2ccc(C)cc2)c(N2CCc3ccccc3C2)s1	-0.12	-0.34	0.0
CCN1/C(=C2\OC(=S)N(C)C2=O)Sc2ccccc21	-0.49	1.54	.

Looked up by compound from the list above (2):
SMILES	SDO1 yeast rescue	SDO1 yeast rescue Rescue 24 h	INS promoter inh
O=C(NCCCn1ccnc1)Nc1ccc(Cl)cc1	0.95	2.04	76.9*
C=CCN(CC=C)c1cnn(-c2nc3ccccc3[nH]2)c(=O)c1Cl	-1.48	-1.33	-2.9

Next entries follow.
SMILES	SDO1 yeast rescue	SDO1 yeast rescue Rescue 24 h	INS promoter inh
CCOC(=O)c1c(C)oc2cc3c(C(=O)OCC)c(C)oc3cc12	.	.	9.5
CN(c1ccc(O)cc1)c1nc(-c2ccccc2)cs1	-1.22	-0.96	13.5
O=C(O)CNC(=O)c1ccc(N2CCOCC2)cc1[N+](=O)[O-]	.	.	-6.7
CCOC(=O)c1sc2nc(SCC(=O)N(CC)CC)n(CCCN3CCCC3=O)c(=O)c2c1C	.	.	-114.3
CN(C)C(=O)c1cc([N+](=O)[O-])cc([N+](=O)[O-])c1N(C)C	1.39	1.09	.
CSCCC(NC(=O)c1cc([N+](=O)[O-])cc([N+](=O)[O-])c1)c1nc2ccccc2[nH]1 (configuration not stated)	0.02	-0.79	37.0
CCN1CCCC1CNC(=O)C1CCN(C(=O)c2cc3sccc3n2Cc2ccc(F)cc2)CC1 (configuration not stated)	.	.	11.1
Cc1ccc(Nc2cc(C)nc(-c3ccccc3O)n2)cc1	-1.4	-0.72	-6.8
COCC(C)N=C1NN=C(c2ccc(NC(C)=O)cc2)CS1 (configuration not stated)	.	.	-45.5
COC(=O)Cc1c(C)nc2nc(-c3ccco3)[nH]n2c1=O	0.66	0.77	-33.3
CC1c2c([nH]c3ccccc23)CCC1C(=O)O (configuration not stated)	0.5	0.41	5.1
O=C(CCC(=O)Nc1ccccc1Cl)N/N=C/c1ccccc1	0.28	-0.24	-30.2
COc1ccc(-c2cc(C(F)F)n3ncc(C(=O)N4CCN(C)CC4)c3n2)cc1	-0.37	-0.52	12.5
O=C(Nc1ccc(F)cc1F)N1CCN(C/C=C/c2ccccc2)CC1	-0.24	0.12	.
Cc1ccnc(NC(=O)c2ccc([N+](=O)[O-])o2)c1	-1.93	-1.25	33.3
COc1ccc(CNC(=S)Nc2cc(OC)ccc2OC)cc1	-0.38	-0.86	10.0
CCC(=O)Nc1c2c(nn1-c1ccc(OC)cc1)CS(=O)C2 (configuration not stated)	-0.32	-0.98	.
CC(=O)OC1=Cc2c(ccc3ccc(=O)oc23)OC1(C)C	-0.44	-1.21	13.3
CN(C(=O)c1cccc(C#N)c1)c1nnc(-c2ccncc2)s1	0.25	-0.03	.
O=C(c1cccs1)N1CCN=C1SCc1ccccc1F	.	.	58.3
CC(C)OC(=O)c1cc2c(ccn2C)n1CC(=O)N(Cc1ccccc1)c1ccccc1	-1.15	0.47	-40.0
CC(=O)Nc1c(Cl)n(C(C)=O)c2ccccc12	1.2	0.87	3.6
Cc1nn(CCOc2ccccc2)c(=O)n1-c1ccccc1F	-0.31	-0.82	.
Clc1ccc(/C=C/c2nc3ccccc3[nH]2)c(Cl)c1	-2.08	-0.99	.

Of the compounds above, these have an NH in an aromatic ring.
SMILES	SDO1 yeast rescue	SDO1 yeast rescue Rescue 24 h	INS promoter inh
Cn1c(CNS(=O)(=O)c2ccc(F)cc2)n[nH]c1=S	1.36	0.56	3.9
C/C(O)=C(/C#N)c1nc2ccccc2[nH]1	0.27	0.07	.
Cc1sc2nc(NCCO)[nH]c(=O)c2c1C	1.04	0.75	.
Nc1nc(SCn2nnc3ccccc3c2=O)n[nH]1	.	.	-50.0
O=S(=O)(Nc1ccc2nc(-c3ccco3)[nH]c2c1)c1ccccc1	-0.63	-0.78	.
CC(C)C(=O)N(Cc1cc2ccccc2[nH]c1=O)C(C)(C)C	-0.65	-1.05	27.3
Clc1ccc2[nH]c(-c3ccccc3)cc2c1	-1.93	-0.34	0.0
C=CCN(CC=C)c1cnn(-c2nc3ccccc3[nH]2)c(=O)c1Cl	-1.48	-1.33	-2.9
CCOc1ccc(-c2nc(=S)[nH][nH]2)cc1	-1.31	-1.76	.
Cc1ccc(-n2c(-c3cccnc3)n[nH]c2=S)c(C)c1	1.09	0.31	0.0
CSCCC(NC(=O)c1cc([N+](=O)[O-])cc([N+](=O)[O-])c1)c1nc2ccccc2[nH]1 (configuration not stated)	0.02	-0.79	37.0
COC(=O)Cc1c(C)nc2nc(-c3ccco3)[nH]n2c1=O	0.66	0.77	-33.3
CC1c2c([nH]c3ccccc23)CCC1C(=O)O (configuration not stated)	0.5	0.41	5.1
Clc1ccc(/C=C/c2nc3ccccc3[nH]2)c(Cl)c1	-2.08	-0.99	.
